Screening results deposited in PubChem by National Center for Advancing Translational Sciences (NCATS).
Epigenetic mod: epigenetic modulators derepressing GFP locus in mouse cells | mouse C127i GFP locus derepression, cytometry, 30 h | Potency, µM (series often up to 46.1 µM), for the others: top-dose GFP derepression (activation) | hit rate 0.09% among 68,000 | AID 597; note: % of control where 0% means no effect
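Locus derepression in mouse mammary C127i cells whose integrated CMV-GFP reporter is normally silent; GFP expression after 30 h compound treatment was quantified by counting fluorescent cells.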
Hsp90 Hop PPI: changes Hsp90-Hop TPR2A binding signal, up or down; Potency, µM (doses to about 57 µM), for inactives: top-dose activity change, negative = inhibition; AlphaScreen TPR2A-His6 binding biotin-Hsp90 C-terminal peptide; hit rate 0.44% among 71,000; active = well fitted curve in either direction with a large enough effect; inconclusive = small, poorly fitted or top-dose-only effect, or another doubt; note: potency is the fitted concentration of half-maximal effect; % is set by controls: 0 for no effect and ±100 for the full control effect; many of its hits are not listed in these tables
Ub-GFP proteasome: proteasome inhibitors stabilizing ubiquitin-GFP reporter. AID 526. Ubiquitin-GFP reporter cells, proteasome inhibition, GFP fluorescence; response scale: untreated = 0%, 10 µM MG-132 = 100%. 67,000 tested, under 10 active. Potency, µM (doses to about 45.9 µM), for inactives: at the highest dose activation (GFP accumulation), hits mostly activators; active = well fitted activation curve with a large enough effect, not every such curve was filed as active; inconclusive = small, poorly fitted or top-dose-only effect, or another doubt; inactive = no such curve, though single readings can be large or run the other way; note: potency is the fitted concentration of half-maximal effect
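GFP accumulation read-out: laser plate cytometry counting ubiquitin(G76V)-GFP-expressing U2OS cells after 4 hr compound exposure at 37 °C. Titrations spanned 46 uM to 2.9 nM; 0% = basal, 100% = 10 uM MG-132; concentration-response curves fitted.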
CRE-bla Fsk: CRE-bla signaling modulation under forskolin stimulation; CHO CRE-bla reporter (cAMP response element driving beta-lactamase), forskolin EC10, beta-lactamase ratio; Potency, µM (titrated, usually from 38.2 µM), inactives show at the highest dose activity change, negative = inhibition, most hits filed as activators; hit rate 2.5% among 71,000; active = well fitted activation curve with a large enough effect in the signal ratio, with a control signal flat, not every such curve was filed as active; inconclusive = small, poorly fitted or top-dose-only effect, or effect the other way, or a change in a side signal; the % refers to the signal ratio; note: potency is the fitted concentration of half-maximal effect; % of control where 0% means no effect
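The 460nm/530nm emission ratio after CCF4 loading defined %Activity, from which AC50 values were obtained. CRE-bla CHO cells received compound dilution series together with an EC10 level of NKH 477 for 3 hours at 37 degrees Celsius.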
HBB splicing: hemoglobin beta splicing modulation | HBB splicing reporter cell assay, activation; EGFP reporter with mutant IVS2-654 intron; response scale: normalised to 500 nM splice-correcting PNA | Potency, µM (series often up to 46.1 µM), without a hit: at the top dose activation, usual class: activators | hit rate 0.06% among 65,000; note: potency is the fitted concentration of half-maximal effect; 0% is about no effect
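Compounds were applied for 2 days to HeLa EGFP-654 cells, 500/well in Optimem with 2% FCS. The reporter's EGFP is disrupted by mis-splicing of beta-globin intron IVS2-654. Readout: summed well GFP fluorescence from 488 nm laser scanning; reference was 500 nM antisense […] 654 PNA.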
HADH2 inhib: inhibitors of human HADH2 dehydrogenase. Q99714. recombinant HADH2, NADH fluorescence, beta-hydroxybutyryl-CoA. Potency, µM (titrated, usually from 57.1 µM), inactives show at the top dose activity change, negative = inhibition, most hits filed as inhibitors. hit rate 3.4% among 73,000. AID 886; note: potency is the fitted concentration of half-maximal effect; % is set by controls: 0 for no effect and ±100 for the full control effect; nearly all actives have a fitted effect of over 60% in size; many of its hits are not listed in these tables
Target sequence (Q99714 whole entry, looked up, one chain of several): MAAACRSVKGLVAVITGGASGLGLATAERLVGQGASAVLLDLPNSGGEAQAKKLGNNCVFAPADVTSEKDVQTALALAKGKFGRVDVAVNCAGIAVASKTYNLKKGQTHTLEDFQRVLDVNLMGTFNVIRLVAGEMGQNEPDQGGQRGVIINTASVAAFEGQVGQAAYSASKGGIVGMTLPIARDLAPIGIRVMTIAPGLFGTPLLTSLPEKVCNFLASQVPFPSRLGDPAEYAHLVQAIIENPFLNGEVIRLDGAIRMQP
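Activity measured as NADH fluorescence gain (360/450 nm), taken as the change between first and last reads of a 4-min kinetic run. Conditions: pH 9.0 Tris buffer, 20 nM E. coli-expressed His-tagged enzyme, 1 mM NAD+, 90 uM beta-hydroxybutyryl-CoA; 15-min compound preincubation.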
Tau filament bind: binds recombinant human tau filaments; P10636; recombinant tau filaments, thioflavin S fluorescence, 15 h; filaments grown with octadecylsulfate alongside compound; Potency, µM (highest dose often 57.1 µM), without a hit: top-dose activity change, negative = inhibition; hit rate 2% among 71,000; AID 596;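 note: potency is the fitted concentration of half-maximal effect; % is set by controls: 0 for no effect and ±100 for the full control effect; actives lower thioflavin S fluorescence by blocking filaments or displacing dye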
Target sequence (P10636 whole entry, looked up): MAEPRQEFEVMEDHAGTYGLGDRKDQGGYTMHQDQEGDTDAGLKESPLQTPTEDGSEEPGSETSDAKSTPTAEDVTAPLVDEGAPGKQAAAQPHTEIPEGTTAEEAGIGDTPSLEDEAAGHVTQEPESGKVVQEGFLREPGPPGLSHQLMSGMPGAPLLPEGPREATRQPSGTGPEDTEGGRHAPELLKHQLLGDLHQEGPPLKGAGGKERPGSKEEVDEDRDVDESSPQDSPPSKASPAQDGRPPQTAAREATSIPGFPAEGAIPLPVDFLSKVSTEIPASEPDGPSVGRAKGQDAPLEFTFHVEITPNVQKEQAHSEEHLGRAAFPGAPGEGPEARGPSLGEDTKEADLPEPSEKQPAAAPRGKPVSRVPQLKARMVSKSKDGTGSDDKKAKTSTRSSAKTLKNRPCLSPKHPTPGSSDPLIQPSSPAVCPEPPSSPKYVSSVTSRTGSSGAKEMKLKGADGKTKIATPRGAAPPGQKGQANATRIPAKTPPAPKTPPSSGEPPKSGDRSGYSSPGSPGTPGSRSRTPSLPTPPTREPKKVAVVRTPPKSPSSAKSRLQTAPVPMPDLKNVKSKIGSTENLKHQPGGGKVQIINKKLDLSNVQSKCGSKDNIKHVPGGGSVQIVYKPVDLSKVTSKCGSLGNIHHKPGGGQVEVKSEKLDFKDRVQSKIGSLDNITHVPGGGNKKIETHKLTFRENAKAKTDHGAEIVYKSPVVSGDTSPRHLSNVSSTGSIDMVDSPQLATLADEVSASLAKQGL
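Recombinant tau protein (human, 1 uM final) plus 30 uM ODS in HEPES pH 7.4 with NaCl, DTT and thioflavine S. Compound present from the start; fluorescence at 510 nm after 15 h, 37 C.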
FLuc inh: firefly luciferase inhibition. Potency, µM (doses to about 57.1 µM), for inactives: at the highest dose activity change, negative = inhibition, hits mostly inhibitors. purified firefly luciferase, luminescence, 8 min. hit rate 2.2% among 72,000. P08659; note: potency is the fitted concentration of half-maximal effect; % is set by controls: 0 for no effect and ±100 for the full control effect; nearly all actives have a fitted effect of over 40% in size
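Compounds were tested as concentration series (qHTS) against purified P. pyralis luciferase with luciferin and 10 uM ATP in 50 mM imidazole pH 7.2, 50 mM KCl, 7 mM MgCl2, 0.01% Tween 20, 0.05% BSA. Luminescence was read after 8 min at ambient temperature.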
15-hLO inh: 15-hLO (ALOX15) enzyme inhibition; P16050; purified 15hLO-1, xylenol orange hydroperoxide absorbance; Potency, µM (highest dose often 57.1 µM), without a hit: at the top dose activity change, negative = inhibition, most hits filed as inhibitors; hit rate 1.4% among 74,000; AID 887; note: potency is the fitted concentration of half-maximal effect; % is set by controls: 0 for no effect and ±100 for the full control effect; nearly all actives have a fitted effect of over 55% in size
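Purified human 15hLO-1 (40 nM) in 25 mM Hepes pH 7.5, 0.01% Triton X-100, preincubated 15 min RT with compound, then 50 uM arachidonic acid for 6 min. Hydroperoxide read by ferrous/xylenol orange, 30 min; 573/405 nm absorbance ratio gave progress.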
ERK AVP block: inhibitors of vasopressin-stimulated ERK signaling pathway; HEK293-V1b, vasopressin-stimulated pERK AlphaScreen; Potency, µM (top dose mostly 57.5 µM), inactives show at the top dose activity, negative = inhibition, usual class: inhibitors; hit rate 0.99% among 72,000; note: potency is the fitted concentration of half-maximal effect; % is set by controls: 0 for no effect and ±100 for the full control effect; nearly all actives have a fitted effect of over 55% in size
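Overnight-seeded V1b-HEK293 cells in 1% FBS got compound, then vasopressin (25 nM final, 5 min, 37C), then lysis buffer. AlphaScreen detection of phospho-ERK; activity normalized to basal and full-stimulation controls.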
DNA Pol III inh: inhibitors of bacterial DNA polymerase III holoenzyme; reconstituted DNA polymerase III holoenzyme replication, biochemical; Potency, µM (highest dose often 57.1 µM), inactives show at the highest dose activity change, negative = inhibition; hit rate 0.25% among 71,000; note: potency is the fitted concentration of half-maximal effect; % is set by controls: 0 for no effect and ±100 for the full control effect
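Reconstituted *E. coli* holoenzyme (0.35 nM Pol III, 1 nM beta, 154 nM SSB, 2 nM primase) was preincubated with compound for 15 min at RT. Synthesis on 1.4 nM ssM13Gori ran 35 min, then was stopped with PicoGreen/EDTA and read as dsDNA fluorescence.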
The depositor's hits bear a star; ? = inconclusive; / = not tested or not shown; [ ] = another dose, or the depositor's remark. Unless noted, calls come from the whole dose curve; as a rule, active = well fitted curve in the direction sought with a large enough effect; inconclusive = small, poorly fitted or top-dose-only effect, or another doubt; inactive = no such curve, though single readings can be large; an effect the other way counts as inactive or inconclusive. This is a subset; count on the stated rates, not on these rows.

smiles	Epigenetic mod	Tau filament bind	FLuc inh	Hsp90 Hop PPI	CRE-bla Fsk	Ub-GFP proteasome	DNA Pol III inh	ERK AVP block	HBB splicing	HADH2 inhib	15-hLO inh
Cn1c(=O)[nH]c(=O)c2c1nc(NCc1ccco1)n2CCCc1ccccc1	7%	13%	3%	-4%	?	/	-3%	-9%	2.2%[0.369 µM]	6%	1%
COc1cc(C(=O)N2CCN(C(=O)C3CC3)CC2)cc(OC)c1OC	0%	-1%	2%	-2%	0%	-4%	-6%	16%	/	-7%	13%
CCc1ccccc1NC(=O)N[C@@H](C)C(=O)O	-2%	1%	2%	0%	-5%	-1%	4%	-5%	0.0%[57.5 µM]	2%	5%
Cc1ccc(C)c(/C(O)=C2\C(=O)C(=O)N(CCCN3CCOCC3)C2c2cccnc2)c1 (centres undefined)	-2%	13%	-3%	-4%	0%	-1%	-7%	-14%	0.2%	-2%	-2%
CCC(Sc1nccn1C)C(=O)Nc1nnc(C)s1 (centres undefined)	/	-10%	3%	-3%[2.3 µM]	-3%	-11%	-4%	-11%	0.9%	-1%	2%
C=CCn1c(SCc2ccc(Cl)cc2)nc2c1c(=O)[nH]c(=O)n2C	-2%	26%	0%	-3%	10µM*	-2%	-4%	0%	/	-23%	-13%
CO[C@@H]1C[C@H](O[C@H]2[C@@H](C)[C@H](O[C@@H]3O[C@@H](C)C[C@@H](N(C)C)[C@@H]3OC(C)=O)[C@H](C)C[C@]3(CO3)C(=O)[C@H](C)[C@H](OC(C)=O)[C@H](C)[C@H](C)OC(=O)[C@@H]2C)O[C@H](C)[C@@H]1OC(C)=O	-3%[20.6 µM]	2%[25.6 µM]	-1%[25.5 µM]	0%[26 µM]	-2%[17.1 µM]	-1%[20.5 µM]	-4%[25.6 µM]	13%[25.7 µM]	-0.7%[20.6 µM]	9%[25.6 µM]	-8%[25.6 µM]
COc1ncc2nc(C)c(=O)n(C)c2n1	10%[9.22 µM]	12%	0%[11.4 µM]	-5%	12%	1%	7%	-20%	3.6%	-5%	8%
O=S(=O)(c1ccc(N2CCN(S(=O)(=O)c3ccc4c(c3)OCCO4)CC2)nc1)N1CCCC1	3%	14%	3%	-3%	-11%	6%	-1%	12%	-0.4%[57.5 µM]	-4%	5%
O=C(COC(=O)Cc1ccsc1)NC1CCCCCC1	-2%	8%	2%	-1%	-4%	-5%	1%	10%	-0.8%	0%	0%
COc1ccc(N(CC(=O)Nc2ccc(C)c(C)c2)S(=O)(=O)c2c(C)n[nH]c2C)cc1	3%	-7%	0%	-2%	-22%	-6%	-1%	8%	-0.4%	-9%	-10%
COC(=O)c1cc2ccsc2n1CC(=O)Nc1ccc(N(C)C)cc1	0%	-21%	2%	-6%	-6%	0%	-3%	-20%	-0.9%	9%	-15%

Entries of single compounds from above. Order of screens: Epigenetic mod | Tau filament bind | FLuc inh | Hsp90 Hop PPI | CRE-bla Fsk | Ub-GFP proteasome | DNA Pol III inh | ERK AVP block | HBB splicing | HADH2 inhib | 15-hLO inh
Results for `COC(=O)c1cc2ccsc2n1CC(=O)Nc1ccc(N(C)C)cc1` : 0% | -21% | 2% | -6% | -6% | 0% | -3% | -20% | -0.9% | 9% | -15%
Results for `Cn1c(=O)[nH]c(=O)c2c1nc(NCc1ccco1)n2CCCc1ccccc1` : 7% | 13% | 3% | -4% | ? | / | -3% | -9% | 2.2%[0.369 µM] | 6% | 1%
Results for `COc1cc(C(=O)N2CCN(C(=O)C3CC3)CC2)cc(OC)c1OC` : 0% | -1% | 2% | -2% | 0% | -4% | -6% | 16% | / | -7% | 13%

Going on with the list.
smiles	Epigenetic mod	Tau filament bind	FLuc inh	Hsp90 Hop PPI	CRE-bla Fsk	Ub-GFP proteasome	DNA Pol III inh	ERK AVP block	HBB splicing	HADH2 inhib	15-hLO inh
CCN1C(=O)CC(N2CCC(C(=O)N3CCOCC3)CC2)C1=O (centres undefined)	-3%	-6%	4%	0%	-2%	-1%	-4%	-9%	1.5%	-5%	-3%
CCOC(=O)c1nnn(-c2nonc2NC(C)=O)c1C	-2%	-2%	3%	1%	-3%	2%	-8%	-4%	0.3%	9%	7%
O=C(NCc1ccncc1)c1ccc(Cl)c(S(=O)(=O)N2CCOCC2)c1	-1%	-3%	2%	1%	3%	8%	-2%	21%	/	-2%	18%
O=C(Cc1nn[nH]n1)NCc1ccccc1Cl	3%	-8%	-1%	?	-8%	16%	-7%	8%	0.7%	6%	8%
Cc1noc(C)c1C(=O)N1CCC2(CC1)CCN(C(c1ccccc1)c1ccccc1)CC2	5%[9.22 µM]	4%	1%[11.4 µM]	-17%	-9%	-7%	0%	0%	2.6%	9%	-27%
CC1CCC(C(=O)NC(C(=O)N2CCN(c3ccccn3)CC2)C(C)C)CC1 (centres undefined)	2%	-5%	-1%	1%	?	19%	-1%	15%	-3.3%	7%	1%
CCN1C(=O)/C(=C\N2CCN(C)CC2)SC1=S	-2%	2%	3%	-2%	-2%	11%	0%	4%	1.0%[1.84 µM]	2%	-4%
COC(=O)CN(C(=O)CSc1nnc(-c2cccc(OC)c2)o1)c1ccc(OC)cc1	-3%	10%	-2%	-3%	-5%	2%	0%	0%	/	1%	9%
CN1CCN(CCc2ccc(Cl)c(Cl)c2)CC1	3%	-27%	?	-4%	-21%	4%	-11%	15%	/	-4%	-17%[25.6 µM]
c1ccc(-c2nn3c(-c4ccco4)nnc3s2)nc1	0%	-24%	-2%	-10%	?	0%	-4%	-26%	-0.1%[0.369 µM]	-15%	-17%
Cc1ccc(S(=O)(=O)N2CCCC2C(=O)NCc2ccco2)cc1 (centres undefined)	3%	5%	1%	-6%	?	10%	-6%	-9%	0.1%	-8%	6%
COCCn1c(-c2ccccc2)nc2oc3ccccc3c(=O)c2c1=O	0%	-27%	1%	-3%	?	-2%	1%	-5%	-0.1%[57.5 µM]	2%	15%

More records follow.
smiles	Epigenetic mod	Tau filament bind	FLuc inh	Hsp90 Hop PPI	CRE-bla Fsk	Ub-GFP proteasome	DNA Pol III inh	ERK AVP block	HBB splicing	HADH2 inhib	15-hLO inh
Cc1ccc(N)c([N+](=O)[O-])c1	/	-1%	/	-1%	-8%	/	2%	-5%	-0.9%	-8%	2%
O=C(Nc1nc2ccccc2n1CCN1CCOCC1)c1cn(-c2ccccc2)nc1-c1ccccc1	4%	12%	-4%	-26%	?	-1%	-4%	8%	-1.8%	?	23%
CC(=O)c1ccc(-c2nc3ccccc3n2C)o1	2%	1%	1%	-2%	-6%	6%	-10%	-10%	-1.4%	5%	5%
Nc1nc(C2C(=O)CCCC2=O)cs1	-3%	35%	-1%	-18%	-3%	-2%	-5%	-28%	0.5%	?	?
O=c1c2[nH]c3ccc(Cl)cc3c2ncn1Cc1ccccn1	2%	21%	1%	-5%	4µM*	6%	-6%	-4%	1.8%[1.84 µM]	5%	-2%
CC1(C)Oc2ccc(C(=O)NC3CC3)cc2N(CC(=O)N2CCOCC2)C1=O	-5%	-7%	-1%	-3%	4%	2%	-1%	-6%	0.6%	-18%	-13%
O=S(=O)(c1ccc2ccccc2c1)N1CCN(S(=O)(=O)c2ccc3ccccc3c2)CC1	-3%[9.22 µM]	-7%[11.4 µM]	3%[11.4 µM]	-5%[11 µM]	-2%[7.6 µM]	5%[9.17 µM]	-5%[11.4 µM]	-7%[11.5 µM]	4.6%[9.22 µM]	3%[11.4 µM]	3%[11.4 µM]
